Bioassay records deposited in PubChem by several laboratories.
procasp7 counter: activates human procaspase-7, counter-screen for procaspase-3 activators | hit rate 0.093% among 330,000 | recombinant procaspase-7, Ac-DEVD-pNA absorbance 405 nm; D23A/D198A/D206A triple mutant, cannot self-cleave; scale: DMSO 0, 5 µM enzyme 100 | activation, % at 8.5 µM | P55210;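 active means percent activation above the screen-wide mean plus 3 SD, cut at about 25% in these data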
Target sequence (P55210 whole entry D23A/D198A/D206A): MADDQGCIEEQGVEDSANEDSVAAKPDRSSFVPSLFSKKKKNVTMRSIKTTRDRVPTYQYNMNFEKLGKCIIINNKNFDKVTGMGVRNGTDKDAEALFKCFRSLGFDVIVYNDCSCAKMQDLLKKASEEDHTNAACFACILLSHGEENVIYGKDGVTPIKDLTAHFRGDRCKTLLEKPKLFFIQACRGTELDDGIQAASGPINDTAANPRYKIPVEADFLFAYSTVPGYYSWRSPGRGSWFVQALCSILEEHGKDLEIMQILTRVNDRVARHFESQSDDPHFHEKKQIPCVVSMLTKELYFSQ
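buffer or medium = Zinc-free HEPES/NaCl buffer, pH 7.4 | material = Procaspase-7 triple mutant (PC-7 D3A) | input = 2 µM procaspase-7 mutant as dispensed | signal = Epi-absorbance of released pNA at 405 nm, two timepoints | timing = 1 h preincubation, 2 h reaction | replicates = singlicate compound testing | evaluation = % activation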
CR mimetic SO: yeast age-related superoxide inhibition as caloric restriction mimetic | S. cerevisiae aged cells, superoxide DHE fluorescence; hits give low values | superoxide response (% of plate mean), % at 10 µM | hit rate 0.18% among 330,000;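 active means superoxide response under a set limit, about three screen SD below normal, cut at about 65% in these data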;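 further: yeast aged for seven days with compound at 30 °C before DHE staining; 100% = average MFI of all compound-treated wells on the plate with controls excluded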
GASC-1 inh: blocks human GASC-1 demethylase activity; AID 2099; Q9H3R0; inhibition, % at 2.35 µM; hit rate 0.069% among 330,000; GST-JMJD2C(1-420) H3K9me3 demethylation, DELFIA europium;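 active means more than half of a compound's replicate wells show inhibition beyond 50%, single wells judged on their own value; inconclusive means some, but no more than half, of replicates pass 50% inhibition; inactive means no replicate passes 50% inhibition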;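 further: signal counts dimethyl H3K9 product captured on neutravidin plate; 0% = median of DMSO wells and 100% = 0.3 times that DMSO median; strong numbers were not always called active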
Target sequence (Q9H3R0 1-420 limits assumed): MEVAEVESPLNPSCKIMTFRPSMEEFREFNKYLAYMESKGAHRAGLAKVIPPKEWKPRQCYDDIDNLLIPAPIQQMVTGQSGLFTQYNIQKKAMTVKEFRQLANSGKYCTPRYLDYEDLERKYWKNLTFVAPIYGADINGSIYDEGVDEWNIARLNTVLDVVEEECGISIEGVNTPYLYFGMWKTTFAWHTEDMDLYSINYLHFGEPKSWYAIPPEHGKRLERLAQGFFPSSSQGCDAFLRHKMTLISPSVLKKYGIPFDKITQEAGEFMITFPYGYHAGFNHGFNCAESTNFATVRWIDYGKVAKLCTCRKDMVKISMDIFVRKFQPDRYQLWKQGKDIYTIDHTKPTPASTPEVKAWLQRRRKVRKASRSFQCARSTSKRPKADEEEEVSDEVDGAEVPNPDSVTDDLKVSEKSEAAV
proCasp3 act: activates human procaspase-3; P42574; recombinant procaspase-3 D3A, Ac-DEVD-pNA absorbance 405 nm; activation, % at 8.5 µM; hit rate 0.11% among 330,000; AID 463141;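 active means activation above the mean of all tested compounds plus 3 SD, cut at about 21% in these data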;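 further: 0% = DMSO alone and 100% = DMSO wells spiked with extra 5 µM PC-3 D3A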
Target sequence (P42574 whole entry D9A/D28A/D175A): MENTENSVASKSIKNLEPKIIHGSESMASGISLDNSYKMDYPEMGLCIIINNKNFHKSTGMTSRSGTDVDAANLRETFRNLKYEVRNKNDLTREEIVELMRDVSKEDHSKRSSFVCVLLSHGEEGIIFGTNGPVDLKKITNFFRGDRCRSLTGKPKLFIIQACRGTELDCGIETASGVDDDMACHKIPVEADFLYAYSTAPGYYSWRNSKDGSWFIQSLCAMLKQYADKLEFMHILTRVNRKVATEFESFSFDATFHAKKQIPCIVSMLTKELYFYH
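System: Procaspase-3 D3A mutant. Medium: Zinc-free 300 mM NaCl, 50 mM HEPES, 0.01% Triton X-100. Schedule: 1 h preincubation plus 2 h reaction at 25 °C. Measured by: 405 nm absorbance of p-nitroaniline, reads at 0 and 120 min. Read-out: percent activation relative to control range.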
RPL19A TOR yeast: yeast TOR pathway RPL19A-GFP modulation | S. cerevisiae RPL19A-GFP strain, flow cytometry, 3 h; hits give low values | percent response vs DMSO, % at 10 µM | hit rate 0.3% among 330,000 | AID 2025;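 active means percent response vs DMSO below 50%; inconclusive means fewer than 70 events counted for the yeast strain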;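 further: median channel GFP fluorescence of the barcoded RPL19A-GFP strain; ratio of sample median GFP to plate DMSO average so 100% = DMSO; lower means less RPL19A-GFP as with rapamycin TOR inhibition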
MEP2-GFP yeast: modulators of TOR pathway MEP2-GFP in S. cerevisiae; hit rate 0.51% among 330,000; S. cerevisiae MEP2-GFP strain, flow cytometry GFP, 3 h; 100% = DMSO control level; GFP response vs DMSO, % at 10 µM;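 active means GFP response versus DMSO above a set limit, roughly screen mean plus 3 SD, cut at about 180% in these data; inconclusive means fewer than 70 cells counted for a yeast strain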;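 further: median GFP fluorescence of the barcode-gated MEP2-GFP cells per well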
AHR activator: human AHR activation; hit rate 2.5% among 320,000; activation, % at 5 µM; AID 2796; AHR-responsive luciferase reporter cells, luminescence; in the data active means activation above about 47%;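 further: 0% = vehicle wells and 100% = reference agonist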
LAP4-GFP MLPCN: modulators of TOR pathway LAP4-GFP in S. cerevisiae; hit rate 0.34% among 320,000; GFP response vs DMSO, % at 10 µM; AID 2023; S. cerevisiae LAP4-GFP multiplex, flow cytometry GFP, 3 h; median GFP as percent of DMSO wells;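 active means GFP response vs DMSO above a set limit, about the screen mean plus 3 SD, cut at about 150% in these data; inconclusive means under 70 cell events counted for the yeast strain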
* marks the source's active call; other numbers are inactive results; ? = inconclusive; . = not tested or not shown; & = joins results of further samples.

SMILES	procasp7 counter	CR mimetic SO	GASC-1 inh	proCasp3 act	RPL19A TOR yeast	MEP2-GFP yeast	AHR activator	LAP4-GFP MLPCN
COCCn1c(SCc2cnc(-c3ccccc3)s2)nnc1-c1ccncc1	8.3	98.5	-4.6	-3.8	105.1	97.7	5.5	99.7
CCCCc1c(CCC)c(=N)c2ccccc2n1C	-8.7	96.3	3.9	0.2	102.2	99.5	6.3	100.5
N#CCC(=O)c1sccc1-n1cccc1	-18.6	82.4	3.7	-6.3	94.4	135.3	12.1	74.3
COC(=O)c1sc(=S)n(-c2ccc(Cl)cc2)c1C	8.0	88.6	-3.0	0.3	98.1	96.1	2.1	102.6
COc1ccccc1CNC(=O)C1=CCN(S(=O)(=O)c2ccc(C)cc2)CC1	2.8	86.5	4.5	3.1	98.0	100.2	1.5	99.8
COc1ccc(/C(O)=C2/C(=O)C(=O)N(CCN3CCNCC3)C2c2cccc([N+](=O)[O-])c2)cc1 (stereo unspecified)	-1.9	105.5	0.3	-1.0	97.4	106.3	-0.3	96.1
Cc1c(NC(=O)c2cc(-c3cccc(Cl)c3)on2)c(=O)n(-c2ccccc2)n1C	3.0	110.9	25.7	-2.7	99.3	107.0	-9.5	90.6
CCCCn1c(N)c(N(CCOC)C(=O)COC(=O)C(C)Oc2ccc(Cl)cc2)c(=O)[nH]c1=O (stereo unspecified)	-4.7	100.4	-0.4	9.6	89.9	97.4	-0.9	92.4
COc1cccc(CNC(=O)CCC2CCCN(C(=O)c3csc(C(C)C)n3)C2)c1 (stereo unspecified)	1.5	93.1	6.1	3.0	97.6	95.3	1.9	115.3
O=C(OCCOc1ccc(Br)cc1)c1cnccn1	1.5	79.1	-17.1	-12.4	102.2	107.3	5.2	113.1
COC(=O)C1=C(C)N(Cc2ccccc2)C(=NCc2cccc(C(F)(F)F)c2)N[C@H]1c1cccc(C(F)(F)F)c1	5.1	88.8	.	3.9	107.5	103.7	1.2	107.7
CC(C)(C)C(=O)Nc1ccnn1C1CCN(C(=O)c2cccc(Cl)c2)CC1	5.9	102.3	16.5	-7.3	95.5	95.6	2.2	108.7
C=CCOc1ccc(C2/C(=C(\O)c3c(C)[nH]c(C(=O)OC)c3C)C(=O)C(=O)N2CCN(C)C)cc1 (stereo unspecified)	-11.6	115.4	-21.1&-3.1	5.3	95.3	102.0	4.1	98.6
CCOc1cc(/C=C2\C(=N)N3N=C(C)SC3=NC2=O)ccc1OCCOc1ccccc1	2.7	102.0	-3.5	9.7	92.8	106.8	1.1	82.5
ON1C2CCCCC2N(O)C1c1ccccc1C(F)(F)F (stereo unspecified)	-1.0	102.2	5.4	2.6	97.8	100.9	-2.3	94.3
O=C(NC(=S)N1CCN(c2ccccn2)CC1)c1ccco1	-4.0	89.9	0.0	2.7	106.0	105.0	-1.5	95.3
CCOC(=O)Cn1cc(C(=O)c2cccs2)c2ccccc21	-11.5	90.5	-19.3	0.4	103.8	101.8	4.0	104.9
O=C(OCC(=O)N1CCCCC1)c1cc(NS(=O)(=O)c2ccc(Cl)c([N+](=O)[O-])c2)ccc1O	2.5	88.2	-4.3	2.6	102.2	100.6	-0.5	98.4
CSc1ccc(NC(=O)Nc2cc(C)ccn2)cc1	3.4	111.7	8.1	-0.5	104.9	107.8	-7.1	98.2
COc1ccccc1CNC(=O)c1ccc(NS(C)(=O)=O)cc1	3.0	91.5	11.3	2.9	98.7	95.4	0.4	100.3
O=C(NNC(=O)c1cc(Cl)ccc1O)c1cccs1	-1.4	103.1	-13.7	-4.0	107.4	109.2	14.2	106.9
COc1ccc(-c2cc(C(=O)NCCCn3ccnc3)no2)cc1	-2.5	100.9	-6.5	6.3	97.3	96.7	15.1	103.8
COc1ccc(NC(=O)c2cccnc2C(=O)O)c(OC)c1	-21.2	104.0	10.0	-6.6	92.5	99.0	-3.6	104.4
COc1ccc2c(c1)CCCN2S(=O)(=O)c1ccc(Cl)cc1	-2.1	100.1	-8.9	3.6	102.4	98.6	1.0	100.7
O=C(Nc1cc(=O)[nH]c2nc(-c3ccccc3)nn12)c1ccc(Cl)cc1	-2.8	86.6	-1.3	-1.3	101.1	102.2	-0.3	105.8
Cc1ccc2cc3cc(C(=O)NCCCN4CC(C)CC(C)C4)oc3nc2c1 (stereo unspecified)	9.8	103.1	-7.7	4.7	105.7	97.1	9.9	105.6
Cc1ccc(NC(=O)CSCC(=O)Nc2ccccc2N2CCCCC2)cc1	4.0	96.0	28.1	0.0	98.0	98.4	2.0	100.8
CC(C)(C)c1ccc(/C=N/NC(=S)Nc2cccnc2)cc1	-4.1	108.3	-10.6	-2.5	96.4	98.0	33.8	106.1
Brc1ccc(-c2nnc3n2-c2ccccc2CC3)cc1	2.7	119.3	-3.8	4.6	96.2	102.1	-1.2	103.7
CC1CC(C)CN(C(=O)COC(=O)c2ccc3c(c2)OCCO3)C1 (stereo unspecified)	9.6	106.4	3.9	7.7	111.5	106.4	-1.3	113.2
Cn1nc(-c2ccc(Cl)cc2)c2cc(C(=O)NCC3CCCO3)sc21 (stereo unspecified)	8.9	106.4	3.0	-5.5	90.8	120.3	56.9*	120.9
Cn1cccc1CC(=O)N/N=C/c1ccco1	-4.9	94.8	13.1	-7.9	92.5	101.4	0.9	102.3
O=C(Nc1ccc(N2CCOCC2)cc1)C1CCCCC1	-4.2	99.5	6.4	3.0	102.9	101.0	1.8	99.1
CC(=O)n1cc(/C=N/NC(=O)c2ccc([N+](=O)[O-])cc2)c2ccccc21	0.9	104.8	-0.9	-2.2	104.4	111.2	8.2	103.5
CC1(C)C(c2ccco2)=[N+]([O-])C2(CCCCC2=O)N1O (stereo unspecified)	-3.5	115.6	-13.4	-1.6	97.2	106.0	4.1	101.5
c1ccc(-c2ccccc2OCCCN2CCCC2)cc1	-7.8	117.5	4.6	2.7	98.1	77.5	-2.1	84.9
CC1CCN(C2=C(NS(=O)(=O)c3ccc(Br)cc3)C(=O)c3ccccc3C2=O)CC1	-1.6	231.5	13.4	-4.2	100.5	97.6	9.3	93.6
Cc1cc(Br)ccc1OCC(=O)NNC(=O)c1cnccn1	7.1	104.7	2.0	7.3	106.5	109.9	6.1	92.9
O=S(=O)(O)CCS	-9.8	88.5	-6.2	-9.4	102.2	96.1	0.9	104.5
C(=NCCCN1CCOCC1)c1ccc2c(c1)OCO2	-4.0	118.2	2.0	4.5	98.0	104.0	-0.1	102.9
Cc1[nH][nH]c(=O)c1C(c1ccccc1[N+](=O)[O-])C(C#N)C#N (stereo unspecified)	-0.1	104.7	9.2	-5.4	102.2	118.8	28.6	106.2
CCCC[C@@H]1CN=C(N)N1CC(C)(C)C	0.1	103.8	9.0	-4.0	105.0	94.9	-3.9	108.3
Cc1cc(OCC(=O)NCCCN2CCOCC2)c2c(C)cc(=O)oc2c1	-2.9	116.2	2.8	-0.8	103.7	104.6	3.8	102.2
O=S(=O)(c1ccc(N2CCN(CCO)CC2)nc1)N1CCOCC1	0.8	116.7	1.7	2.5	88.8	89.4	1.4	88.5
Cc1cc(C)c2cc(CN(CCO)C(=O)Nc3ccc(F)cc3)c(=O)[nH]c2c1	5.3	98.0	-5.0	-0.5	101.9	100.9	3.8	99.2
C/C(CC(=O)Nc1ccc2c(c1)OCCO2)=N\NC(=O)C(=O)Nc1ccccc1C	-3.2	98.4	-4.7	2.0	103.4	106.7	-9.2	93.1
Cc1sc2nc(SCC(=O)Nc3cccc(S(N)(=O)=O)c3)[nH]c(=O)c2c1C	-19.1	111.8	-2.2	-15.9	91.6	98.8	8.0	90.8
COCCNC(=O)c1cn(C)c2ccccc2c1=O	8.2	112.0	-4.6	6.6	106.2	101.1	3.8	99.4

Part of the list above, reformatted.
canonical_smiles | procasp7 counter | CR mimetic SO | GASC-1 inh | proCasp3 act | RPL19A TOR yeast | MEP2-GFP yeast | AHR activator | LAP4-GFP MLPCN
O=S(=O)(c1ccc(N2CCN(CCO)CC2)nc1)N1CCOCC1 | 0.8 | 116.7 | 1.7 | 2.5 | 88.8 | 89.4 | 1.4 | 88.5
Cc1cc(C)c2cc(CN(CCO)C(=O)Nc3ccc(F)cc3)c(=O)[nH]c2c1 | 5.3 | 98.0 | -5.0 | -0.5 | 101.9 | 100.9 | 3.8 | 99.2
C/C(CC(=O)Nc1ccc2c(c1)OCCO2)=N\NC(=O)C(=O)Nc1ccccc1C | -3.2 | 98.4 | -4.7 | 2.0 | 103.4 | 106.7 | -9.2 | 93.1
Cc1sc2nc(SCC(=O)Nc3cccc(S(N)(=O)=O)c3)[nH]c(=O)c2c1C | -19.1 | 111.8 | -2.2 | -15.9 | 91.6 | 98.8 | 8.0 | 90.8

(next part)
SMILES	procasp7 counter	CR mimetic SO	GASC-1 inh	proCasp3 act	RPL19A TOR yeast	MEP2-GFP yeast	AHR activator	LAP4-GFP MLPCN
O=S(=O)(c1cccc(F)c1)N1CCN(c2nc(-c3cccnc3)nc3ccccc23)CC1	3.1	95.5	16.2	-8.0	92.9	90.8	-3.4	93.8
C=CC[C@@H](CC(=O)N(CCO)Cc1ccccc1)C(=O)N[C@@H](C)COC(=O)[C@@H](CC=C)CC(=O)OC(C)(C)C	-6.1	91.5	0.1	-0.2	103.3	101.2	-0.9	96.5
COC/C=C/C1=CC2=CC(=O)C(C)(OC(=O)c3cnc4ccccc4n3)C(=O)C2=CN1C1CC1 (stereo unspecified)	-20.0	92.7	?	-7.8	102.5	91.7	4.9	126.9
CC(=O)Oc1ccccc1C(=O)Oc1ccc(/C=N/n2cnnc2)cc1	-0.7	84.3	1.9	0.2	96.8	96.6	1.1	95.7
O=C(CN1CCCCC1)Nc1ccc(NC(=O)c2ccccc2Cl)cc1Cl	6.5	93.6	10.0	2.0	107.1	113.6	-1.9	107.3
CC(C)(C)Sc1ccc2nc3c(n2c1)CCCC3	-0.2	116.3	-3.2	4.8	103.9	103.2	-1.0	91.5
Cc1ccc(-c2cc(C(=O)N3CCN(c4ccc(O)cc4)CC3)c3ccccc3n2)cc1	-13.7	90.0	4.8	-12.4	88.7	91.1	22.6	90.0
O=C(Nc1ccc(Cl)cc1)Nc1ccon1	-8.3	109.3	-40.5	3.9	98.3	113.9	97.0*	112.7
O=C(CN1CCCCC1)N1N=C(c2cccs2)CC1c1cccs1 (stereo unspecified)	2.7	88.2	11.5	8.4	103.6	99.7	-2.6	95.0
COc1cccc(CNn2c(-c3cccc(C)c3)nc3ccccc3c2=O)c1	8.9	97.2	1.7	-6.8	89.9	91.3	10.5	95.9
CCOC(=O)COn1c2c(c3c4no[n+]([O-])c4ccc31)CCCC2	9.0	101.4	-3.1	2.3	99.7	114.2	1.7	95.1
CC(C)(C)NC(=O)CN(C(=O)c1snc(C(=O)NC2CCCCC2)c1N)c1ccccc1F	9.5	106.6	4.2	0.4	97.5	101.7	9.3	91.0
CC(CNC(=O)CCn1c(=O)c2cccn2c2ccc(F)cc21)c1ccccc1 (stereo unspecified)	-2.9	95.2	11.4	4.4	98.8	98.4	-2.6	99.0
COc1cccc(CNC(=O)COC(=O)CN(C)S(=O)(=O)c2ccc(NC(C)=O)cc2)c1	6.4	96.3	-0.2	-4.3	103.7	106.3	-1.5	109.1
CN(CC1CCOCC1)C(=O)CC1C(=O)NCCN1Cc1cccc(F)c1 (stereo unspecified)	0.1	102.5	2.6	9.7	107.2	99.1	-1.4	82.3
